PAFAH1B2 inh: PAFAH1B2 enzyme inhibitors, primary screen, biochemical, fluorescence polarization, human. recombinant PAFAH1B2, FP-rhodamine activity probe. inhibition, % at 3.39 µM. 1.2% of 340,000 active;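 active means inhibition above the mean of all tested compounds plus 3 SD, cut at about 24% in these data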;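 further: 0% = enzyme with DMSO and 100% = wells lacking PAFAH1B2; many of its hits are not listed in these tables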
Target sequence (P68402 whole entry, looked up): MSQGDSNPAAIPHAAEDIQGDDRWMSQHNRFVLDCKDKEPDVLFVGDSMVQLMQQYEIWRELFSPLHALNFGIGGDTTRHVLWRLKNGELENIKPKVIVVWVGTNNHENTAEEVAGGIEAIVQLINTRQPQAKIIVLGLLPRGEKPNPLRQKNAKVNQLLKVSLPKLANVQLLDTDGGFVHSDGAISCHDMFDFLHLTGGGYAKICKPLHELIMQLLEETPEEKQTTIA
Fam108B inh: mouse Fam108B serine hydrolase inhibitors, primary screen, counter-screen for RBBP9 inhibitor project, biochemical, fluorescence polarization. inhibition, % at 9.51 µM. 0.33% of 300,000 active. recombinant Fam108B, FP-Rh probe fluorescence polarization;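 active means inhibition above the screen mean inhibition plus 3 SD, computed separately per campaign, cut at about 18% in these data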;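 further: inhibitors lower polarization as less probe binds the enzyme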
PME-1 inh: PME-1 inhibitors via competitive probe labeling, primary screen, biochemical, fluorescence polarization, FP-Rh probe, HTS. inhibition, % at 5.9 µM. 0.53% of 320,000 active. recombinant PME-1. Protein phosphatase methylesterase 1 (Homo sapiens), Q9Y570;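 active means inhibition above the campaign mean of all compounds plus 3 SD, cut at about 26% in these data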;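 further: competitive labeling of PME-1 active site by serine hydrolase directed probe; 0% = PME-1 with DMSO and 100% = wells lacking PME-1 enzyme; inhibitors block probe labeling so polarization falls and inhibition rises; many of its hits are not listed in these tables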
Target sequence (Q9Y570 whole entry, looked up): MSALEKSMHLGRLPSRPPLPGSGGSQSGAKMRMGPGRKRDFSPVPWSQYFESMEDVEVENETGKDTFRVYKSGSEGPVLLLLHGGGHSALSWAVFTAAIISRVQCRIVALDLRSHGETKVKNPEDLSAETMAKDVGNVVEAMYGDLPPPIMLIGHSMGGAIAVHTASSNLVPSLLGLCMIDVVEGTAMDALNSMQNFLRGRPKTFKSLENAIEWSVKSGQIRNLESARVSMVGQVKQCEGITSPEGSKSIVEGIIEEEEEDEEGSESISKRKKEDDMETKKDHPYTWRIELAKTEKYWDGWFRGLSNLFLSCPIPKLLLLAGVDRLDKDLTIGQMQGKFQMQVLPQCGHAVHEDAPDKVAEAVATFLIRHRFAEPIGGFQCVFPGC
GSTO1 counter: inhibitors of recombinant GSTO1, primary screen, counter-screen for RBBP9 inhibitor project, biochemical, fluorescence polarization; 1.1% of 300,000 active; activity-based probe fluorescence polarization; inhibition, % at 5.96 µM; AID 1974, 2009;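 active means inhibition above the campaign mean inhibition plus 3 SD, cut at about 35% in these data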;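 further: 0% = GSTO1-1 with DMSO and 100% = wells lacking GSTO1-1 enzyme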
PAFAH2 FP inh: PAFAH2 enzyme inhibitors, primary screen, biochemical, fluorescence polarization, human | recombinant PAFAH2, FP-rhodamine activity probe | inhibition, % at 3.39 µM | 0.99% of 340,000 active | AID 492956, 2010;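 active means inhibition above the mean over all tested compounds plus 3 SD, cut at about 30% in these data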;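 further: inhibitors block probe labeling of enzyme so polarization drops; 0% = enzyme with DMSO and 100% = wells lacking PAFAH2 protein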
PAD4 FP inh: human PAD4 inhibitors, primary screen, biochemical, fluorescence polarization, 1536-well format. Protein-arginine deiminase type-4 (Homo sapiens), Q9UM07. recombinant PAD4, RCA probe fluorescence polarization. inhibition, % at 6.36 µM. 0.41% of 330,000 active. AID 485272, 2010;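 active means percent inhibition above a cutoff equal to the mean of all tested compounds plus 3 SD, cut at about 15% in these data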;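 further: 0% = PAD4 with RCA probe and DMSO and 100% = probe without PAD4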
PAFAH1B3 inh: PAFAH1B3 enzyme inhibitors, primary screen, biochemical, fluorescence polarization, human; recombinant PAFAH1B3, FP-rhodamine probe; inhibition, % at 3.39 µM; 0.28% of 340,000 active; AID 492972, 2010;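 active means inhibition above the screen-wide average of all tested compounds plus 3 SD, cut at about 25% in these data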;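 further: 0% = enzyme with DMSO only and 100% = wells lacking PAFAH1B3 protein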
LYPLA1 inh: LYPLA1 inhibitors, primary screen, counter-screen for PME1 inhibitor project, biochemical, fluorescence polarization, FP-Rh probe ABPP | Acyl-protein thioesterase 1 (Homo sapiens), O75608 | 0.16% of 320,000 active | recombinant LYPLA1 | inhibition, % at 5.9 µM | AID 2174, 2009;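 active means inhibition above the mean of all tested compounds plus 3 SD, set per campaign, cut at about 14% in these data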;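 further: inhibitors block serine hydrolase probe labeling of LYPLA1 so polarization falls; 0% = enzyme with DMSO and 100% = wells lacking LYPLA1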
pPAFAH FP inh: pPAFAH enzyme inhibitors, primary screen, biochemical, fluorescence polarization, human; Platelet-activating factor acetylhydrolase (Homo sapiens), Q13093; recombinant pPAFAH, FP-rhodamine probe fluorescence polarization; inhibition, % at 3.39 µM; 1.5% of 330,000 active;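 active means inhibition above the mean inhibition across the screen plus 3 SD, cut at about 25% in these data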;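 further: inhibitors block binding of the rhodamine activity-based probe so polarization drops; 0% = enzyme with DMSO and 100% = wells lacking pPAFAH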
Target sequence (Q13093 whole entry, looked up): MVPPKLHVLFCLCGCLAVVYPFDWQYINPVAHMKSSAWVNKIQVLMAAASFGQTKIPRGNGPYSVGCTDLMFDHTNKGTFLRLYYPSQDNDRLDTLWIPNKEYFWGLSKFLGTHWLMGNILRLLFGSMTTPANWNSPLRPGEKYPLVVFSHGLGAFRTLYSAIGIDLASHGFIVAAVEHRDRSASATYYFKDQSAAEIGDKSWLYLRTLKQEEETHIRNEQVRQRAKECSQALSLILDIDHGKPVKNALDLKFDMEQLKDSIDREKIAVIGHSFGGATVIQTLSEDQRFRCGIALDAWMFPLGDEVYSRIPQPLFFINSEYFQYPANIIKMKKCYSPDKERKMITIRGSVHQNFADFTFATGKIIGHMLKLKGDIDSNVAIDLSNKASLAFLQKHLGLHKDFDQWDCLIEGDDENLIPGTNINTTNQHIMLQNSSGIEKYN
Active calls of the source: *. Not all compounds are listed (hit frequency here may not be typical).

Screening CC(=O)c1ccccc1NC(=O)COC(=O)c1ccccc1NC(=O)c1ccccc1 returned PAFAH1B2 inh 5, Fam108B inh 0, PME-1 inh -1, GSTO1 counter 2, PAFAH2 FP inh 7, PAD4 FP inh 2, PAFAH1B3 inh 10, LYPLA1 inh -1 and pPAFAH FP inh -1.
For Cc1cccc(-n2nc3c(c2NC(=O)c2ccco2)CSC3)c1C the results were PAFAH1B2 inh -6, Fam108B inh -3, PME-1 inh -15, GSTO1 counter -8, PAFAH2 FP inh 10, PAD4 FP inh -4, PAFAH1B3 inh 1, LYPLA1 inh -3 and pPAFAH FP inh 31*.
Screening CCCc1c(C(=O)N/N=C/C(C)=C/c2ccco2)nnn1-c1nonc1N returned PAFAH1B2 inh 0, Fam108B inh 1, PME-1 inh 2, GSTO1 counter -7, PAFAH2 FP inh -7, PAD4 FP inh -8, PAFAH1B3 inh -7, LYPLA1 inh -1 and pPAFAH FP inh 4.
Screening CCOc1ccc(-n2c(SCC(=O)Nc3cc(C)on3)nc3c(c2=O)SCC3)cc1 returned PAFAH1B2 inh -3, Fam108B inh 1, PME-1 inh -5, GSTO1 counter -3, PAFAH2 FP inh 15, PAD4 FP inh 2, PAFAH1B3 inh 2, LYPLA1 inh -1 and pPAFAH FP inh 1.
Screening Cc1ccnc(NS(=O)(=O)c2ccc(C(C)(C)C)cc2)c1 returned Fam108B inh -1, PME-1 inh -2, GSTO1 counter 0, PAD4 FP inh 6, LYPLA1 inh 0 and pPAFAH FP inh 0.
`O=C(NC(=S)N1CCN(c2nc(-c3ccccc3)cs2)CC1)c1cccnc1` gave PAFAH1B2 inh 3, Fam108B inh 4, PME-1 inh 0, GSTO1 counter 12, PAFAH2 FP inh -2, PAD4 FP inh 1, PAFAH1B3 inh 5, LYPLA1 inh 0 and pPAFAH FP inh -5.
For COc1ccccc1N=Cc1c(C)[nH]n(-c2ccc(C)cc2C)c1=O the results were PAFAH1B2 inh 5, Fam108B inh 3, PME-1 inh 5, GSTO1 counter -1, PAFAH2 FP inh 12, PAD4 FP inh -6, PAFAH1B3 inh 0, LYPLA1 inh -2 and pPAFAH FP inh 7.
CCn1c(=O)c(C(=O)CN2CCN(S(=O)(=O)c3ccccc3)CC2)c(N)n(Cc2ccccc2)c1=O was read as PAFAH1B2 inh -5, Fam108B inh -2, PME-1 inh -3, GSTO1 counter 4, PAFAH2 FP inh 2, PAD4 FP inh -2, PAFAH1B3 inh 4, LYPLA1 inh 0 and pPAFAH FP inh 8.
For Cc1ccc(-c2nc(CS(=O)CC(=O)NCCN3CCCCCC3)c(C)o2)cc1 (stereo not drawn) the results were PAFAH1B2 inh -4, Fam108B inh 0, PME-1 inh -1, GSTO1 counter -5, PAFAH2 FP inh -9, PAD4 FP inh 2, PAFAH1B3 inh 5, LYPLA1 inh 2 and pPAFAH FP inh 4.
Screening COc1cc(-c2nc3cnccn3c2NC(C)(C)CC(C)(C)C)ccc1O returned PAFAH1B2 inh 8, Fam108B inh 4, PME-1 inh 4, GSTO1 counter 2, PAFAH2 FP inh -2, PAD4 FP inh 4, PAFAH1B3 inh 6, LYPLA1 inh 5 and pPAFAH FP inh 12.
For c1cc(N2CCCC2)ccc1C(c1nnnn1C1CCCCC1)N1CCOCC1 (stereo not drawn) the results were PAFAH1B2 inh -7, Fam108B inh 1, PME-1 inh -3, GSTO1 counter 0, PAFAH2 FP inh 9, PAD4 FP inh -17, PAFAH1B3 inh -8, LYPLA1 inh -2 and pPAFAH FP inh -2.
`CC12CCC(=O)N1C(C(=O)Nc1cccc(S(=O)(=O)N3CCCCC3)c1)CS2` (stereo not drawn) gave PAFAH1B2 inh 4, Fam108B inh -1, PME-1 inh 11, GSTO1 counter 0, PAFAH2 FP inh 1, PAD4 FP inh 1, PAFAH1B3 inh 10, LYPLA1 inh 1 and pPAFAH FP inh 2.
Screening CN(C)C(=O)c1c([N+](=O)[O-])c(C(C)(C)C)nn1C returned PAFAH1B2 inh 2, Fam108B inh -1, PME-1 inh 3, GSTO1 counter 8, PAFAH2 FP inh 6, PAD4 FP inh -2, PAFAH1B3 inh 5, LYPLA1 inh -6 and pPAFAH FP inh 4.
`COc1cc(C(=O)Nc2nccs2)ccc1OCc1c(C)noc1C` gave PAFAH1B2 inh -5, Fam108B inh -7, PME-1 inh -3, GSTO1 counter 4, PAFAH2 FP inh -1, PAD4 FP inh -1, PAFAH1B3 inh 2, LYPLA1 inh -2 and pPAFAH FP inh -1.
For CN=CC1=C(O)c2ccccc2C1=O the results were PAFAH1B2 inh 1, Fam108B inh 7, PME-1 inh 9, GSTO1 counter -4, PAFAH2 FP inh -2, PAD4 FP inh -1, PAFAH1B3 inh 5, LYPLA1 inh -4 and pPAFAH FP inh 4.

Ordered by number of heavy atoms (largest number first): 3 of the compounds above.
CCn1c(=O)c(C(=O)CN2CCN(S(=O)(=O)c3ccccc3)CC2)c(N)n(Cc2ccccc2)c1=O was read as PAFAH1B2 inh -5, Fam108B inh -2, PME-1 inh -3, GSTO1 counter 4, PAFAH2 FP inh 2, PAD4 FP inh -2, PAFAH1B3 inh 4, LYPLA1 inh 0 and pPAFAH FP inh 8.
Screening CCOc1ccc(-n2c(SCC(=O)Nc3cc(C)on3)nc3c(c2=O)SCC3)cc1 returned PAFAH1B2 inh -3, Fam108B inh 1, PME-1 inh -5, GSTO1 counter -3, PAFAH2 FP inh 15, PAD4 FP inh 2, PAFAH1B3 inh 2, LYPLA1 inh -1 and pPAFAH FP inh 1.
Screening Cc1ccnc(NS(=O)(=O)c2ccc(C(C)(C)C)cc2)c1 returned Fam108B inh -1, PME-1 inh -2, GSTO1 counter 0, PAD4 FP inh 6, LYPLA1 inh 0 and pPAFAH FP inh 0.

Later entries.
Cn1c(=O)c2[nH]c(-c3ccccc3)c(O)c2n(C)c1=O was read as PAFAH1B2 inh 4, Fam108B inh -4, PME-1 inh 4, GSTO1 counter 24, PAFAH2 FP inh 2, PAD4 FP inh 0, PAFAH1B3 inh 2, LYPLA1 inh 0 and pPAFAH FP inh 8.
`Cc1[nH][nH]c(=O)c1C(c1ccc(-c2cccc(C(=O)O)c2)o1)c1c(C)[nH][nH]c1=O` gave PAFAH1B2 inh 9, Fam108B inh -1, PME-1 inh 1, GSTO1 counter 33, PAFAH2 FP inh 4, PAD4 FP inh 33*, PAFAH1B3 inh 9, LYPLA1 inh -4 and pPAFAH FP inh 0.
COc1cc2cc(C(c3nnnn3Cc3ccc(F)cc3)N3CCCCCC3)c(=O)[nH]c2cc1OC (stereo not drawn) was read as PAFAH1B2 inh -2, Fam108B inh -4, PME-1 inh -1, GSTO1 counter 5, PAFAH2 FP inh 9, PAD4 FP inh -4, PAFAH1B3 inh 5, LYPLA1 inh -4 and pPAFAH FP inh 2.
`Cc1nc2scc(C)n2c(=O)c1S(=O)(=O)Nc1ccc(N2CCN(C(=O)C(C)C)CC2)cc1` gave PAFAH1B2 inh 5, Fam108B inh -6, PME-1 inh -11, GSTO1 counter 10, PAFAH2 FP inh -3, PAD4 FP inh 1, PAFAH1B3 inh 2, LYPLA1 inh -3 and pPAFAH FP inh -10.
Screening CN(C)S(=O)(=O)Oc1ccsc1C(=O)Nc1ccc(Br)cc1 returned PAFAH1B2 inh 0, Fam108B inh -1, PME-1 inh 1, GSTO1 counter 0, PAFAH2 FP inh 1, PAD4 FP inh 4, PAFAH1B3 inh -1, LYPLA1 inh -3 and pPAFAH FP inh 0.
`COc1ccc(/C=N\NC(=O)C2=NNC(=O)C2C)cc1` (stereo not drawn) gave PAFAH1B2 inh 3, Fam108B inh 0, PME-1 inh -5, GSTO1 counter -4, PAFAH2 FP inh 4, PAD4 FP inh -1, PAFAH1B3 inh 14, LYPLA1 inh 6 and pPAFAH FP inh 1.
`Cc1ccccc1CNC(=O)C1CCCN(c2cnccn2)C1` (stereo not drawn) gave PAFAH1B2 inh 5, Fam108B inh 2, PME-1 inh 0, GSTO1 counter 4, PAFAH2 FP inh 5, PAD4 FP inh -1, PAFAH1B3 inh 5, LYPLA1 inh 7 and pPAFAH FP inh 2.
CCOC(=O)N1CCC(NC(=O)CSCc2nc(-c3ccc(OCC)cc3)oc2C)CC1 was read as PAFAH1B2 inh 4, Fam108B inh 3, PME-1 inh 0, GSTO1 counter -2, PAFAH2 FP inh 0, PAD4 FP inh -3, PAFAH1B3 inh 4, LYPLA1 inh -1 and pPAFAH FP inh 3.
Cc1c(C(=O)N2CCCCC2)c(S(=O)(=O)N(C)Cc2ccccc2)c(C)n1C was read as PAFAH1B2 inh -3, Fam108B inh 4, PME-1 inh -4, GSTO1 counter -4, PAFAH2 FP inh 4, PAD4 FP inh 4, PAFAH1B3 inh 3, LYPLA1 inh -1 and pPAFAH FP inh -1.
Screening COc1ccc(-c2nnc3ccc(SCC(=O)N4CCOCC4)nn23)cc1 returned Fam108B inh 0, PME-1 inh 0, GSTO1 counter 1, PAD4 FP inh -2, LYPLA1 inh 2 and pPAFAH FP inh 1.
COc1cc(N=Cc2c(O)[nH]c3ccccc23)cc(OC)c1OC was read as PAFAH1B2 inh 1, Fam108B inh 3, PME-1 inh 14, GSTO1 counter -15, PAFAH2 FP inh 0, PAD4 FP inh 1, PAFAH1B3 inh 6, LYPLA1 inh 6 and pPAFAH FP inh 8.
Screening COC(=O)[C@@H]1C[C@@H](C(=O)O)[C@H](C)C1(C)C returned PAFAH1B2 inh -1, Fam108B inh 0, PME-1 inh 1, GSTO1 counter 5, PAFAH2 FP inh -2, PAD4 FP inh 3, PAFAH1B3 inh 5, LYPLA1 inh -5 and pPAFAH FP inh 2.
`COC(=O)c1cn(CC(=O)N2CCCCCC2)c2ccccc12` gave PAFAH1B2 inh 2, Fam108B inh 2, PME-1 inh 1, GSTO1 counter 3, PAFAH2 FP inh 5, PAD4 FP inh -1, PAFAH1B3 inh -11, LYPLA1 inh -1 and pPAFAH FP inh 3.
CN(c1ccc([N+](=O)[O-])cc1C(=O)Nc1ccccc1)C1CCCCC1 was read as PAFAH1B2 inh 0, Fam108B inh 3, PME-1 inh -2, GSTO1 counter -14, PAFAH2 FP inh 1, PAD4 FP inh -4, PAFAH1B3 inh 4, LYPLA1 inh -1 and pPAFAH FP inh -1.
For Cc1noc(C)c1CSCC(=O)N(C)CC(=O)Nc1ccc(F)c(F)c1F the results were PAFAH1B2 inh 5, Fam108B inh 2, PME-1 inh 1, GSTO1 counter 6, PAFAH2 FP inh 5, PAD4 FP inh -2, PAFAH1B3 inh -1, LYPLA1 inh 1 and pPAFAH FP inh 0.
`Cc1ccc(-c2cc(-c3ccco3)c3c(N)c(C(=O)NN)oc3n2)cc1` gave PAFAH1B2 inh 5, Fam108B inh 30*, PME-1 inh 6, GSTO1 counter 29, PAFAH2 FP inh 22, PAD4 FP inh 4, PAFAH1B3 inh 13, LYPLA1 inh -4 and pPAFAH FP inh 32*.
Screening CCc1ccc(S(=O)(=O)N2CCN(C(=O)C3CCN(C(C)=O)CC3)CC2)cc1 returned PAFAH1B2 inh 1, Fam108B inh 4, PME-1 inh 4, GSTO1 counter 3, PAFAH2 FP inh 0, PAD4 FP inh -3, PAFAH1B3 inh -4, LYPLA1 inh 0 and pPAFAH FP inh -2.
